From PubChem
Wee1 degr inh = inhibitors of human Wee1 degradation; P30291; AID 1321; reporter increase, % at 5 µM; 220,000 tested, 1.2% active; HeLa Luc-Wee1K328M stability, luciferase luminescence; 100% = proteasome inhibitor MG132 effect;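 active = activation above the mean of all tested compounds plus 3 SD, set per screening run, cut at about 8.8% in these data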;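 note: cells exposed to compound for 20 h before luminescence read; 0% = DMSO alone and 100% = MG132 at 30 µM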
FXIa inh 1536 = factor XIa (human) inhibition; P03951; purified FXIa, Boc-Glu-Ala-Arg-AMC fluorogenic substrate; inhibition, % at 5 µM; 220,000 tested, 0.14% active;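 active = inhibition of at least 40%; inactive = inhibition below 40%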;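 note: fluorescence of freed AMC excited at 355 nm; 0% = enzyme without compound and 100% = no enzyme blank; many of its hits are not listed in these tables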
Runt-SMMHC FRET = inhibitors of human RUNX1 Runt domain binding to CBFb-SMMHC | 220,000 tested, 0.74% active | inhibition, % at 20 µM | Cerulean-Runt/Venus-CBFb-SMMHC FRET ratio 530/480, 1 h;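 active = mean inhibition across duplicate retests at 20 µM reaching about 50%, limit read from the data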;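 note: 0% = DMSO wells and 100% = wells with excess untagged CBFb-SMMHC; inhibitors lower the FRET ratio by blocking Runt binding to CBFb-SMMHC; some results filed as inactive read as strong as hits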
FXIIa inh = blocks human coagulation factor XIIa protease activity | purified FXIIa, Boc-QGR-AMC fluorogenic substrate, 2 h | inhibition, % at 5 µM | 220,000 tested, 0.3% active | AID 800; in the data active = inhibition above about 40%;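 note: 0% = enzyme with no compound and 100% = blank without enzyme; many of its hits are not listed in these tables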
Target sequence (P00748 20-372 limits assumed): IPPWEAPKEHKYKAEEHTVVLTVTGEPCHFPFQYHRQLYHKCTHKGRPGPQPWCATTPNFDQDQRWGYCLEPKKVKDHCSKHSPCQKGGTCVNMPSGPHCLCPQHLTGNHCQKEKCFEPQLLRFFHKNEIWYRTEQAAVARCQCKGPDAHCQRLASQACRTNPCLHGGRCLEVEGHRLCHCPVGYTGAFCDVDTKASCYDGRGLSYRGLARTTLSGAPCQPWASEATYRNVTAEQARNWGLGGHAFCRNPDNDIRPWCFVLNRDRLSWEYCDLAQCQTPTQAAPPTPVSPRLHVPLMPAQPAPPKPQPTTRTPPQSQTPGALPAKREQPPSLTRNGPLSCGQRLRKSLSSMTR
Target sequence (P00748 373-615 limits assumed): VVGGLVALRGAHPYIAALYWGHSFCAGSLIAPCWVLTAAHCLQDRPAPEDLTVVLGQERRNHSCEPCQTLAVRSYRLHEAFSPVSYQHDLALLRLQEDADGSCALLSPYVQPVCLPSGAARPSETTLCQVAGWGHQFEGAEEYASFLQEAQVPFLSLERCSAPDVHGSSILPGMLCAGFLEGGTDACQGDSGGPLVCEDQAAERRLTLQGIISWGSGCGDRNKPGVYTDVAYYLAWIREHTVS
Thrombin inh = thrombin (human) inhibition. 220,000 tested, 0.26% active. inhibition, % at 5 µM. alpha-thrombin, Boc-VPR-AMC fluorogenic substrate cleavage. AID 1046. P00734;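 active = inhibition at or above 40%; inactive = inhibition below 40%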;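 note: 0% = enzyme with no compound and 100% = wells without enzyme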
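Material: human alpha-thrombin protein; Also added: Boc-VPR-AMC substrate, 15 µM final; Timing: enzyme reaction carried out at room temperature; Signal: fluorescence, ex 355 nm, em 460 nm; Measure: % inhibition of thrombin; Controls: enzyme without compound as high, wells lacking enzyme as low.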
14-3-3 Bad PPI = disrupts binding of bovine 14-3-3 zeta to phospho-Bad peptide | P63103 | TR-FRET 14-3-3zeta/Dy647-pBad peptide displacement, 1 h | inhibition, % at 21.7 µM | 220,000 tested, 0.71% active;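 active = inhibition above about 70%, limit read from the data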;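 note: 0% = full 14-3-3 plus peptide FRET controls and 100% = background without 14-3-3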
Target sequence (P63103 whole entry, looked up): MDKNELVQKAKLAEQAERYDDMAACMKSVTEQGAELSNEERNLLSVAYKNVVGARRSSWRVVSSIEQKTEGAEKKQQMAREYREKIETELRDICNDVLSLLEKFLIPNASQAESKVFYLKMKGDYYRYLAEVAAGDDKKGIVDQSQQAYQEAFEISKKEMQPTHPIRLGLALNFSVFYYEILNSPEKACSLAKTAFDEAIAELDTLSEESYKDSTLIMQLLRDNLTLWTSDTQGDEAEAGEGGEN
Runt-CBFb FRET = blocks binding of human RUNX1 Runt domain to CBFb; Cerulean-Runt/Venus-CBFb FRET ratio 530/480, 1 h; inhibition, % at 20 µM; 220,000 tested, 0.46% active; AID 1496;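 active = inhibition over about 50% at 20 µM in the single-dose screen, limit read from the data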;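 note: 0% = DMSO wells and 100% = excess unlabeled CBFb competitor control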
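Assay system: Cerulean-Runt domain / Medium: Tris 50 mM pH 7.5, KCl, K2SO4, 0.01% BSA / Timing: protein complex preformed 1 h, compound exposure 1 h, room temperature, dark / Measured by: FRET, excitation 422 nm, emission at 530 and 480 nm / Evaluation: loss of energy transfer signal / Control set: 5 µM unlabeled CBFb as full-inhibition high control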
Hck-Nef inh = blocks Nef-activated human Hck kinase. Recombinant Hck-YEEI plus Nef, Z-Lyte FRET kinase assay. 220,000 tested, 0.68% active. inhibition, % at 20 µM. P08631;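 active = Hck-Nef kinase inhibition above about 50%, limit read from the data; inactive = inhibition below that limit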;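 note: 0% = DMSO with Hck plus Nef and 100% = Hck alone without Nef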
KLK5 inh = inhibitors of human kallikrein 5. recombinant hK5, fluorogenic AMC substrate cleavage. 210,000 tested, 0.59% active. Q9Y337. inhibition, % at 5 µM;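 active = inhibition of 40% or more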;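 note: 0% = enzyme controls without compound and 100% = no-enzyme blanks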
Target sequence (Q9Y337 67-293 limits assumed): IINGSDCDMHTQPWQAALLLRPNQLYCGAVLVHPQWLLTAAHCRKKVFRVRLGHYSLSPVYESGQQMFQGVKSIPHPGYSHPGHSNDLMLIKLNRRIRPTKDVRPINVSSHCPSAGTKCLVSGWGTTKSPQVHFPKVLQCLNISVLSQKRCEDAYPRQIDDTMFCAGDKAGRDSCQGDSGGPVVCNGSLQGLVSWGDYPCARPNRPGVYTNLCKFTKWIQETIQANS
The depositor's hits bear a star; [ ] = dose if it differs, or a comment.

Results for O=C(Nc1ccccc1Br)C(=O)N1CCCC1 ?
Wee1 degr inh: -4; FXIa inh 1536: 4; Runt-SMMHC FRET: 3; FXIIa inh: 5; Thrombin inh: -4; 14-3-3 Bad PPI: 18; Runt-CBFb FRET: 0; Hck-Nef inh: 4; KLK5 inh: -8

How did Nn1c(SCC(=O)N2CCCCCC2)nnc1-c1ccncc1 do in these assays?
Wee1 degr inh: -2; FXIa inh 1536: -10; Runt-SMMHC FRET: -2; FXIIa inh: 8; Thrombin inh: -2; 14-3-3 Bad PPI: -7; Runt-CBFb FRET: -1; Hck-Nef inh: 0; KLK5 inh: -11

How did CC(C)(CNc1ccc([N+](=O)[O-])cc1C#N)N1CCOCC1 do in these assays?
Wee1 degr inh: 1; FXIa inh 1536: 0; Runt-SMMHC FRET: 0; FXIIa inh: 12; Thrombin inh: 7; 14-3-3 Bad PPI: -7; Runt-CBFb FRET: 3; Hck-Nef inh: 15; KLK5 inh: 2

What do the screens show for `CN(C)/C=C1\N=C(c2cccnc2Oc2ccc(Cl)cc2)OC1=O`?
Wee1 degr inh: -1; FXIa inh 1536: 2; Runt-SMMHC FRET: -4; FXIIa inh: 12; Thrombin inh: 2; 14-3-3 Bad PPI: -4; Runt-CBFb FRET: 2; Hck-Nef inh: -2; KLK5 inh: -6

How did CC(C)(C)n1nc2c(c1NC(=O)Cc1cccc3ccccc13)CS(=O)C2 (stereo not drawn) do in these assays?
Wee1 degr inh: -2; FXIa inh 1536: -3; Runt-SMMHC FRET: -2; FXIIa inh: 7; Thrombin inh: -7; 14-3-3 Bad PPI: -7[fluorescence artefact?]; Runt-CBFb FRET: 1; Hck-Nef inh: 6; KLK5 inh: -24

Results for COc1ccc(S(=O)(=O)N=Nc2c(O)[nH]c3ccccc23)cc1 ?
Wee1 degr inh: 1; FXIa inh 1536: -1; Runt-SMMHC FRET: -2; FXIIa inh: 6; Thrombin inh: 4; 14-3-3 Bad PPI: -9; Runt-CBFb FRET: 6; Hck-Nef inh: 21; KLK5 inh: 0

What do the screens show for `O=C(N/N=C/C(Br)=C/c1ccccc1)c1cnccn1`?
Wee1 degr inh: 1; FXIa inh 1536: -9; Runt-SMMHC FRET: 0; FXIIa inh: 1; Thrombin inh: -4; 14-3-3 Bad PPI: 4; Runt-CBFb FRET: 2; Hck-Nef inh: 15; KLK5 inh: 4

How did CCCCSc1nc(O)c(C2OC(=O)c3c2ccc(OC)c3OC)c(=O)n1C (stereo not drawn) do in these assays?
Wee1 degr inh: 1; FXIa inh 1536: -2; Runt-SMMHC FRET: 2; FXIIa inh: -4; Thrombin inh: -3; 14-3-3 Bad PPI: -1[fluorescence artefact?]; Runt-CBFb FRET: 2; Hck-Nef inh: 13; KLK5 inh: 4

How did Cc1c(C#N)sc2nc(-c3ccccc3)nc(N3CCCC3)c12 do in these assays?
Wee1 degr inh: -2; FXIa inh 1536: 1; Runt-SMMHC FRET: -5; FXIIa inh: -12; Thrombin inh: -5; 14-3-3 Bad PPI: -7[fluorescence artefact?]; Runt-CBFb FRET: -1; Hck-Nef inh: 10; KLK5 inh: -79

What do the screens show for `COc1ccc(OC)c(NC(=O)NCCc2cccc(Cl)c2)c1`?
Wee1 degr inh: 6; FXIa inh 1536: 2; Runt-SMMHC FRET: -5; FXIIa inh: 9; Thrombin inh: -4; 14-3-3 Bad PPI: 2; Runt-CBFb FRET: 3; Hck-Nef inh: -7

Results for N#Cc1ccsc1NC(=O)COc1ccc(-c2nnco2)cc1 ?
Wee1 degr inh: -3; FXIa inh 1536: 17; Runt-SMMHC FRET: -3; FXIIa inh: 22; Thrombin inh: -1; 14-3-3 Bad PPI: 4[fluorescence artefact?]; Runt-CBFb FRET: 1; Hck-Nef inh: 2; KLK5 inh: -10

How did COc1ccc(S(=O)(=O)N2CCc3ccccc3C2)cc1OC do in these assays?
Wee1 degr inh: 3; FXIa inh 1536: 16; Runt-SMMHC FRET: -1; FXIIa inh: 30; Thrombin inh: 19; 14-3-3 Bad PPI: -2; Runt-CBFb FRET: -2; Hck-Nef inh: -1; KLK5 inh: 37

The final two entries of the section above open the next one:
Results for N#Cc1ccsc1NC(=O)COc1ccc(-c2nnco2)cc1 ?
Wee1 degr inh: -3; FXIa inh 1536: 17; Runt-SMMHC FRET: -3; FXIIa inh: 22; Thrombin inh: -1; 14-3-3 Bad PPI: 4[fluorescence artefact?]; Runt-CBFb FRET: 1; Hck-Nef inh: 2; KLK5 inh: -10

How did COc1ccc(S(=O)(=O)N2CCc3ccccc3C2)cc1OC do in these assays?
Wee1 degr inh: 3; FXIa inh 1536: 16; Runt-SMMHC FRET: -1; FXIIa inh: 30; Thrombin inh: 19; 14-3-3 Bad PPI: -2; Runt-CBFb FRET: -2; Hck-Nef inh: -1; KLK5 inh: 37

Results for CCCc1cc(NCC2CCCO2)n2c(nc3ccccc32)c1C#N (stereo not drawn) ?
Wee1 degr inh: -2; FXIa inh 1536: -14; Runt-SMMHC FRET: 55*; FXIIa inh: -17; Thrombin inh: -2; 14-3-3 Bad PPI: -3; Runt-CBFb FRET: 20; Hck-Nef inh: 121*; KLK5 inh: -6

What do the screens show for `O=C(N/N=C/c1ccc(O)cc1)c1cc(C23CC4CC(CC(C4)C2)C3)[nH]n1`?
Wee1 degr inh: -4; FXIa inh 1536: 0; Runt-SMMHC FRET: 2; FXIIa inh: 2; Thrombin inh: -10; 14-3-3 Bad PPI: -3; Runt-CBFb FRET: 2; Hck-Nef inh: -2; KLK5 inh: -1

Results for COc1cccc(NC(=S)N(CCN2CCCCC2)Cc2ccco2)c1 ?
Wee1 degr inh: -3; FXIa inh 1536: -5; Runt-SMMHC FRET: -2; FXIIa inh: -1; Thrombin inh: -11; 14-3-3 Bad PPI: -4; Runt-CBFb FRET: 2; Hck-Nef inh: -10; KLK5 inh: -4

Results for O=C1c2ccsc2SCCN1Cc1ccc(Cl)cc1 ?
Wee1 degr inh: -1; FXIa inh 1536: 6; Runt-SMMHC FRET: 0; FXIIa inh: -2; Thrombin inh: -18; 14-3-3 Bad PPI: 2; Runt-CBFb FRET: -1; Hck-Nef inh: 0; KLK5 inh: 4

What do the screens show for `COc1cc(C(F)(F)F)c(C(=O)N(C)Cc2cccc(Cl)c2)cn1`?
Wee1 degr inh: 0; FXIa inh 1536: 4; Runt-SMMHC FRET: 0; FXIIa inh: 9; Thrombin inh: -3; 14-3-3 Bad PPI: -4; Runt-CBFb FRET: -1; Hck-Nef inh: 6; KLK5 inh: 7

What do the screens show for `Cc1nc2ccccn2c1-c1csc(Nc2cccc(O)c2)n1`?
Wee1 degr inh: 13*; FXIa inh 1536: -5; FXIIa inh: 7; Thrombin inh: -2; 14-3-3 Bad PPI: -10; Hck-Nef inh: 25; KLK5 inh: -3

How did COCc1cc(C)nc(OCC(=O)N/N=C/c2cc(C)n(-c3c(C)cccc3C)c2C)c1C#N do in these assays?
Wee1 degr inh: 0; FXIa inh 1536: 5; Runt-SMMHC FRET: 2; FXIIa inh: 0; Thrombin inh: -24; 14-3-3 Bad PPI: 12[fluorescence artefact?]; Runt-CBFb FRET: -6; Hck-Nef inh: 6; KLK5 inh: -1

Results for Cc1ccc(N=Cc2c(O)n(-c3nccs3)c(=O)c3ccccc23)c(C)c1 ?
Wee1 degr inh: 8; FXIa inh 1536: 8; Runt-SMMHC FRET: -90; FXIIa inh: 4; Thrombin inh: -1; 14-3-3 Bad PPI: 5; Runt-CBFb FRET: -166; Hck-Nef inh: 3; KLK5 inh: -1

Results for CC(c1ccccc1)n1cc(C(=O)NCCN2CCOCC2)nn1 (stereo not drawn) ?
Wee1 degr inh: 1; FXIa inh 1536: -5; Runt-SMMHC FRET: -16; FXIIa inh: 0; Thrombin inh: -4; 14-3-3 Bad PPI: -9; Runt-CBFb FRET: -4; Hck-Nef inh: -1; KLK5 inh: 8

Results for Cc1[nH]c2ccccc2c1N=Nc1cccc(C(=O)O)c1 ?
Wee1 degr inh: 2; FXIa inh 1536: 6; Runt-SMMHC FRET: 0; FXIIa inh: 11; Thrombin inh: -1; 14-3-3 Bad PPI: -6; Runt-CBFb FRET: 1; Hck-Nef inh: 2; KLK5 inh: 1

How did Cc1c(Cl)cccc1N1CC(C(=O)Nc2nccs2)CC1=O (stereo not drawn) do in these assays?
Wee1 degr inh: 3; FXIa inh 1536: -4; Runt-SMMHC FRET: -1; FXIIa inh: -1; Thrombin inh: -4; Runt-CBFb FRET: 1; Hck-Nef inh: 0; KLK5 inh: -12

What do the screens show for `CC1=CC(c2ccccc2)n2nc(NS(=O)(=O)c3ccc(C)cc3)nc2N1` (stereo not drawn)?
Wee1 degr inh: -3; FXIa inh 1536: 3; Runt-SMMHC FRET: 85*; FXIIa inh: 9; Thrombin inh: -4; 14-3-3 Bad PPI: 29; Runt-CBFb FRET: 35; Hck-Nef inh: 15; KLK5 inh: -3

Results for CC(C(=O)N1CCN(C)CC1)N1C(=O)c2ccccc2C1=O (stereo not drawn) ?
Wee1 degr inh: -1; FXIa inh 1536: -1; Runt-SMMHC FRET: -5; FXIIa inh: 2; Thrombin inh: 5; 14-3-3 Bad PPI: 8; Runt-CBFb FRET: 1; Hck-Nef inh: -7; KLK5 inh: -10

How did Cc1cc(C)c2c(=O)[nH]c(SCC(=O)c3ccc(C(C)C)cc3)nc2n1 do in these assays?
Wee1 degr inh: -1; FXIa inh 1536: -2; Runt-SMMHC FRET: -2; FXIIa inh: 18; Thrombin inh: 4; 14-3-3 Bad PPI: 9[fluorescence artefact?]; Runt-CBFb FRET: -9; Hck-Nef inh: 3; KLK5 inh: 1

What do the screens show for `COc1ccc(OC)c(NC(=O)[C@@H]2CCCN2C(=O)c2cccs2)c1`?
Wee1 degr inh: 0; FXIa inh 1536: 5; Runt-SMMHC FRET: 6; FXIIa inh: 2; Thrombin inh: 0; 14-3-3 Bad PPI: 1; Runt-CBFb FRET: -2; Hck-Nef inh: -23; KLK5 inh: -13

Results for CCOC(=O)c1c(NC(=O)c2noc(C)c2[N+](=O)[O-])sc(C(C)=O)c1C ?
Wee1 degr inh: -2; FXIa inh 1536: -4; Runt-SMMHC FRET: 1; FXIIa inh: 12; Thrombin inh: 1; 14-3-3 Bad PPI: -5; Runt-CBFb FRET: -4; Hck-Nef inh: 7

What do the screens show for `COc1ccccc1N(C)S(=O)(=O)c1ccc(C(=O)OC(C)C(=O)NCc2ccc3c(c2)OCO3)cc1` (stereo not drawn)?
Wee1 degr inh: 0; FXIa inh 1536: -7; Runt-SMMHC FRET: -1; FXIIa inh: 0; Thrombin inh: 4; 14-3-3 Bad PPI: 6; Runt-CBFb FRET: 0; Hck-Nef inh: 15; KLK5 inh: -13

Results for C=CCN1C(=O)C(Cc2ccc(OC)cc2)SC1=Nc1ccc(C(=O)O)cc1 (stereo not drawn) ?
Wee1 degr inh: 6; FXIa inh 1536: 4; Runt-SMMHC FRET: 2; FXIIa inh: 4; Thrombin inh: -7; 14-3-3 Bad PPI: 5; Runt-CBFb FRET: 1; Hck-Nef inh: 2; KLK5 inh: -6

How did CCCCNCc1cc(Br)c(OCC(=O)NCc2ccccc2)c(OC)c1 do in these assays?
Wee1 degr inh: 0; FXIa inh 1536: -2; Runt-SMMHC FRET: -2; FXIIa inh: 6; Thrombin inh: 2; 14-3-3 Bad PPI: -3; Runt-CBFb FRET: 0; Hck-Nef inh: -2; KLK5 inh: -6
